LMP1 NFkB inh: Epstein-Barr LMP1 NF-kappaB reporter inhibition. 350,000 tested, 0.69% active. inhibition, % at 12.5 µM. LMP1-induced NF-kappaB luciferase reporter cells, luminescence; in the data active = inhibition above about 41%;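 also: 0% = neutral control wells and 100% = reference inhibitor control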
NCOA3 inh: inhibitors of human steroid receptor coactivator 3 (SRC3) | Q9Y6Q9 | HEK293 GAL4-SRC3 luciferase reporter, luminescence | inhibition, % at 3.6 µM | 360,000 tested, 0.17% active | AID 588352;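 active = inhibition above a per-campaign cutoff, the mean of all compounds plus 3 SD, cut at about 60% in these data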;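 also: 0% = DMSO-treated cells and 100% = gossypol-treated cells at 36 µM; higher means less SRC3-driven luciferase light from the GAL4 reporter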
COUP-TFII inh: blocks human COUP-TFII nuclear receptor; P24468; HEK293T NGFI-A luciferase reporter, luminescence; inhibition, % at 8.6 µM; 370,000 tested, 0.7% active;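 active = inhibition above a per-plate cutoff, mean inhibition of test wells between control levels plus 3 SD, cut at about 38% in these data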;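 also: cells cotransfected with COUP-TFII expression vector driving the NGFI-A reporter; 0% = median of COUP-TF2 test wells and 100% = reporter-only cells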
Target sequence (P24468 whole entry, looked up): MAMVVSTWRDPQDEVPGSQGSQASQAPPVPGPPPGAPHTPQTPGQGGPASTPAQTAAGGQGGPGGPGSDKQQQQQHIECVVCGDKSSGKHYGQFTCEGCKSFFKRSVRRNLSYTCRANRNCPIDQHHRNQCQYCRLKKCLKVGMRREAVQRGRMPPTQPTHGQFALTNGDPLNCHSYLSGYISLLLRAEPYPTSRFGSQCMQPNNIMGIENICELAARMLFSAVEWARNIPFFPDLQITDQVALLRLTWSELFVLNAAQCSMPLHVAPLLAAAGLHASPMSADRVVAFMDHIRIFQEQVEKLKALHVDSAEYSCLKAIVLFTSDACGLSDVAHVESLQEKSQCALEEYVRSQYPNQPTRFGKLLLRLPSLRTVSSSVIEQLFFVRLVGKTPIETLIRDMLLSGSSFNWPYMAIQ
TROY NFkB inh: blocks TROY-dependent signaling in reporter cells | 360,000 tested, 0.98% active | inhibition, % at 10 µM | Q293 LMP1-TROYcd NF-kB luciferase reporter, 4 h;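 active = compounds whose plate-normalised and pattern-corrected inhibition of the luciferase reporter signal at the single screening dose is 50% or more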
SRC1 inh: inhibitors of human steroid receptor coactivator 1 (SRC1); Q15788; AID 588354; inhibition, % at 3.6 µM; HEK293 GAL4-SRC1 luciferase reporter, luminescence; 360,000 tested, 0.12% active;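 active = inhibition above the campaign mean plus 3 SD, with each screening campaign given its own cutoff, cut at about 60% in these data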;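 also: 0% = DMSO treated cells and 100% = gossypol at 36 µM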
SRC2 inh: human SRC2 (NCOA2) inhibition. Q15596. HEK293 GAL4-SRC2 luciferase reporter, luminescence. inhibition, % at 9 µM. 370,000 tested, 0.17% active;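 active = inhibition above the mean inhibition of all tested compounds plus 3 SD, set per campaign, cut at about 52% in these data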;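 also: 0% = DMSO treated cells and 100% = cells given Gossypol at 36 µM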
TRAIL sens C8: sensitizes caspase-8 expressing cells to TRAIL; 360,000 tested, 1% active; AID 624354; NB7+C8 cells + TRAIL, ATPlite viability luminescence; inhibition (viability loss, TRAIL sensitization), % at 10 µM;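 active = compounds causing at least 50% loss of cell viability in the single-dose screen, relative to plate controls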
TWEAK-Fn14 inh: blocks TWEAK-Fn14 interaction in a reporter cell assay; 360,000 tested, 2% active; TWEAK-stimulated Fn14 reporter cells, luciferase luminescence, 8 h; inhibition, % at 10 µM; in the data active = inhibition above about 50%
KKLEB cytotox: CF airway cell cytotoxicity counter-screen | KKLEB CF airway cells viability, ATPlite luminescence, overnight; active compounds read low; cells stimulated with P. aeruginosa culture filtrate | activity change (cytotoxicity), % at 5 µM | 360,000 tested, 0.36% active;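 active = corrected activity change at or below -50% at 5 µM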
CF NFkB inh: inhibitors of cystic fibrosis induced NF-kB. AID 588850. 360,000 tested, 0.86% active. KKLEB NF-kB-GFP reporter, PAF-induced, GFP fluorescence overnight. inhibition, % at 5 µM;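 active = at least 50% inhibition at 5 µM, scaled per plate between neutral and stimulator controls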;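 also: PAF is a Pseudomonas aeruginosa culture filtrate used as stimulus; plate controls were PAF-stimulated DMSO wells for no effect and unstimulated DMSO wells for full effect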
NR5A2 inv ag: inverse agonists of human LRH-1 (NR5A2); O00482; HEK293T StAR-luciferase reporter, LRH-1 transfected, 24 h; inhibition, % at 3.6 µM; 360,000 tested, 0.13% active;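 active = inhibition above the mean inhibition of all tested compounds plus 3 SD, cut at about 73% in these data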;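 also: 0% = DMSO wells and 100% = reporter-only cells lacking LRH-1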
Target sequence (O00482 whole entry, looked up): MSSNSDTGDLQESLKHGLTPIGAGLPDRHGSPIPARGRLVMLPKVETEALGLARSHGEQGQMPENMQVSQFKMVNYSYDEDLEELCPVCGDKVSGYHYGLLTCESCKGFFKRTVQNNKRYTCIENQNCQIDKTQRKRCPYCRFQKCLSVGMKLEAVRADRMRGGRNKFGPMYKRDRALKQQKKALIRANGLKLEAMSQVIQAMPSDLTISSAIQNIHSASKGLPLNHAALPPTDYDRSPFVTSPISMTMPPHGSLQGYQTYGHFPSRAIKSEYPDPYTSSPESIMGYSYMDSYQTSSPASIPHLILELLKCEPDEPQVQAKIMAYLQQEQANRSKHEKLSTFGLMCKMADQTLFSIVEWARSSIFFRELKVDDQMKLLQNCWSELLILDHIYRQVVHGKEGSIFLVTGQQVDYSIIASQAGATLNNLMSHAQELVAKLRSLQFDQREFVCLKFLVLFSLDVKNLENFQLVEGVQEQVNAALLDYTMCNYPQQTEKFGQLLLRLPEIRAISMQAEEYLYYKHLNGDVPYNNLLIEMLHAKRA
* = called active by the depositor; . = no result given. Random draw from the library (roughly 4.2% active in at least one column).

compound	LMP1 NFkB inh	NCOA3 inh	COUP-TFII inh	TROY NFkB inh	SRC1 inh	SRC2 inh	TRAIL sens C8	TWEAK-Fn14 inh	KKLEB cytotox	CF NFkB inh	NR5A2 inv ag
Nc1nccnc1C(=O)OCC(=O)c1ccc[nH]1	2.9	6.6	19.0	-25.2	-15.5	-2.6	14.2	7.5	4.6	17.9	8.4
COc1cc(OC)cc(-c2cc(N3C(=O)Nc4ccccc4N3O)n[nH]2)c1	-8.4	22.4	3.7	-16.0	19.7	-1.6	11.2	-33.8	-4.4	6.7	-17.1
CCCn1c(CN2CCN(C(=O)c3ccco3)CC2)nc2cc(S(=O)(=O)N(C)C)ccc21	-4.9	13.0	-10.4	-5.2	-0.6	-5.5	-1.1	5.1	13.7	-1.4	-19.7
COc1cc(C(=S)N2CCOCC2)ccc1OC(=O)c1ccccc1C	-0.6	-10.8	8.4	-9.3	11.1	17.9	5.6	2.8	-11.6	9.7	1.7
CCC(C)C(NC(=O)/C(=C\c1ccccc1)NC(=O)c1ccc(OC)cc1)C(=O)O (stereo unspecified)	-6.9	16.6	0.6	8.2	-11.8	-9.8	7.1	4.7	10.8	10.4	-9.8
O=C(CSc1nc2ccccc2s1)NNC(=S)Nc1ccccc1	-10.3	7.3	13.4	16.9	-0.7	-13.7	1.0	-15.7	8.7	4.4	-9.2
CCOc1ccc(OCCCC(=O)NC2=NCCS2)cc1	-5.3	-15.7	-11.0	3.2	-11.4	13.6	1.3	-8.2	0.3	2.7	5.4
COc1ccc(N2CCN(c3ncnc4sc(C(=O)NCC5CCCO5)c(C)c34)CC2)cc1 (stereo unspecified)	7.8	5.0	9.9	-9.5	-28.6	3.5	14.1	-34.0	-10.1	11.9	-18.3
O=C(COc1ccc(C(=O)c2ccc(F)cc2)cc1)Nc1cccc(S(=O)(=O)N2CCOCC2)c1	16.0	-5.4	47.8*	54.4*	9.4	12.9	37.4	57.2*	6.5	-7.5	-0.6
CCN(C(=O)COc1ccccc1)c1nnc(-c2cccnc2)s1	-2.0	-25.2	-2.4	-28.4	-7.0	-34.2	5.5	-1.8	6.2	8.3	-8.4
CCC(C)(C(=O)NC1CCCC1)N(C(=O)CNC(C)=O)c1ccccc1 (stereo unspecified)	-0.7	-3.5	5.2	1.3	-3.5	-9.2	15.0	0.8	-2.1	-5.0	-11.4
CC(C)N(Cc1cnn(C)c1)Cc1nc(COc2ccccc2)no1	5.5	0.9	9.5	-6.7	-12.6	10.2	-2.6	11.7	7.9	-10.6	0.1
COc1cc(NC(=O)CCc2nnc3ccc(N4CCC(C)CC4)nn23)cc(OC)c1	3.2	0.1	2.9	0.0	-72.2	-7.6	-5.0	-6.0	-0.2	1.3	5.3
O=[N+]([O-])c1ccc2nc(-c3ccccc3)[nH]c2c1	-38.0	-82.7	-46.9	-87.1	-116.2	-27.3	11.9	-8.4	1.5	-29.1	-135.2
O=C(COC(=O)c1ccc[n+]([O-])c1)Nc1cc([N+](=O)[O-])ccc1Cl	-2.2	-49.0	18.8	-18.6	-2.3	15.0	16.9	8.2	4.3	0.5	-21.1
NC(=S)N/N=C/c1ccc(-n2nncc2-c2ccc(Cl)cc2)cc1	1.0	-1.4	.	-19.3	-3.9	.	1.1	5.4	-14.1	-27.3	42.5
CCOc1ccc(C(=O)Nc2nccs2)cc1[N+](=O)[O-]	-5.4	-85.7	-23.4	-46.1	-32.2	-46.9	1.9	-16.1	-0.6	7.7	-36.9
COc1ccccc1CNC(=O)C1CCN(S(=O)(=O)c2ccc3c(c2)OCCO3)CC1	1.5	-0.8	14.1	11.1	5.6	-1.4	-7.3	10.5	-11.8	-6.2	-2.4
COc1cc(C2N(c3ccc(Cl)cc3)C(=O)C3CCCN32)cc(OC)c1OC (stereo unspecified)	-1.7	8.9	-2.8	-1.8	-31.0	-9.2	4.3	7.0	7.8	-15.2	-6.2
CSCC[C@H](NC(=O)Nc1ccc(C)cc1)C(=O)O	1.4	6.9	16.9	-13.4	-12.0	-5.2	2.1	-1.8	4.9	-7.1	-0.2
O=C(COC(=O)c1ccc(O)cc1)Nc1nccs1	-8.2	-1.6	-13.8	-41.7	-3.8	0.1	-2.4	-5.7	6.1	3.9	-16.3
O=C(c1ccc(F)cc1)C1CCN(C(=S)Nc2ccc(F)cc2)CC1	6.5	13.9	2.8	23.4	-2.0	-8.6	0.9	-9.4	-7.3	-1.9	-2.2
CC(C)C(O)(C#CCN1CCCCCC1)c1ccccc1 (stereo unspecified)	2.1	-0.5	-2.1	1.0	-1.5	-4.7	-6.7	-6.3	-6.8	11.0	-19.1
COc1ccccc1N1CCN(C(=O)c2ccc3nc[nH]c3c2)CC1	-6.9	-13.3	-6.6	18.0	14.8	-9.6	24.4	4.7	10.9	0.5	-22.5
COc1ccc(C2Nc3ccccc3NC3=C2C(=O)CC(C)(C)C3)cc1OC (stereo unspecified)	0.5	-20.8	-10.7	10.6	-1.5	-27.7	-2.8	0.0	12.1	-14.9	3.1
CCOc1ccc(NC(=O)CN(C)C(=O)c2c(-c3ccccc3Cl)noc2C)cc1OCC	0.9	21.0	-14.4	-2.0	-19.0	-5.8	2.8	-8.4	-16.1	9.3	12.7
CCOc1cc(C)c(S(=O)(=O)N2CCCCC2)cc1C	3.0	5.9	-4.6	1.5	-15.5	14.2	-0.9	21.7	-2.3	18.6	1.6
COc1ccccc1N1CCN(C(=O)C2CCN(C(=O)c3ccc(C(C)(C)C)cc3)CC2)CC1	3.4	13.6	4.7	-6.3	1.4	7.1	-9.7	-8.2	-10.5	7.2	-5.1
CC1=C(C(=O)OCc2ccccc2)C(c2ccc([N+](=O)[O-])cc2)NC(=O)N1C (stereo unspecified)	1.0	-12.0	2.5	13.5	0.0	3.5	10.3	2.4	10.4	4.9	-0.2
S=C(NCc1ccccc1)NCc1cccc(Cl)c1	-6.5	17.6	-0.3	-3.6	4.8	16.9	8.6	-15.7	-1.6	-1.1	-11.4
O=C(Nc1ccccc1C(=O)O)c1ccc(Cl)c(S(=O)(=O)N2CCOCC2)c1	0.5	-10.3	6.3	22.6	-14.3	16.3	25.8	-1.4	7.4	9.1	-9.1
COc1ccc(S(=O)(=O)Nc2c(C)c(C)cc3c2ncn3C)cc1	-5.0	12.9	0.7	25.1	-6.2	-6.5	6.3	-13.9	-11.3	5.6	4.4
COC(=O)c1ccccc1NCCO	6.5	-18.0	10.6	-2.9	-16.7	13.2	30.9	21.2	1.9	-5.9	20.6
COc1cccc(-n2nnc3c(=O)n(Cc4ccc(Br)cc4)cnc32)c1	-15.3	5.7	12.9	-3.8	1.0	7.7	-2.8	-28.9	-16.1	-9.7	-15.0
O=C(Oc1ccccc1)N1CCN(c2ccc(F)cc2)CC1	0.8	12.1	-4.0	-0.8	-15.2	-34.5	-13.1	15.2	-26.3	0.8	8.8
CC(C)Cc1nnc(NC(=O)CC(C)c2ccccc2)s1 (stereo unspecified)	4.1	-13.6	-6.4	-13.8	-24.9	-4.2	-13.5	8.2	-3.4	-7.6	1.1
O=C(Cn1cnc2c(oc3ccccc32)c1=O)N1CCCc2ccccc21	-9.9	-8.0	-2.2	-12.6	-22.2	-29.4	6.2	-24.1	-3.9	-0.6	-1.4
CC[C@@]12C(=O)N(c3cccc(C)c3)C(=O)N1[C@H](c1ccc(OC)cc1)[C@@H]1C(=O)N(C(C)(C)C)C(=O)[C@@H]12	-4.9	10.4	.	-15.4	-8.8	.	-6.2	24.0	-12.4	20.5	10.8
COc1ccc(/C=C(\C#N)C(=O)Nc2cccc3ncccc23)cc1OC	3.9	16.2	-5.1	3.0	-9.0	-36.3	-2.5	-49.1	-5.8	-14.6	-19.2
O=C(Cc1ccsc1)NNC(=O)c1ccc(F)cc1	-4.8	-14.8	-11.1	-28.9	-5.4	-14.6	3.6	-5.6	8.5	-1.6	3.9
O=C(NCc1ccon1)C1CCC(=O)N(CCc2ccc(Cl)cc2)C1 (stereo unspecified)	-1.6	18.5	7.2	-4.2	-8.9	-19.5	-16.6	14.8	-8.2	25.3	13.9
COc1cc2c(cc1OC)CN(C(=O)CCNS(=O)(=O)c1ccc(Br)cc1)CC2	-13.4	-23.1	-1.6	1.8	-41.9	0.0	-10.4	-0.2	3.3	18.1	5.4
CCC(=O)N(Cc1cc(=O)[nH]c2ccccc12)c1ccccc1	6.0	-0.4	-23.2	-9.1	-9.2	-1.9	-7.9	-11.3	12.4	-7.8	11.4
O=C1[C@@H](Oc2ccccc2)[C@@H](c2ccccc2)N1c1cccnc1	1.0	-13.4	8.6	12.8	14.5	-10.0	-5.4	12.2	-0.9	10.8	-8.7
Cc1nnc(SC(C)C(=O)Nc2ccc3ccccc3c2)n1C (stereo unspecified)	0.2	-4.3	-12.8	5.8	-0.5	4.0	-7.8	0.0	11.0	-5.4	13.2
Cc1ccc(S(=O)(=O)Nc2cccc3cccnc23)cc1	-8.1	-35.0	0.5	79.5*	-60.0	-48.7	18.8	106.9*	6.4	56.7*	14.5
CC(C)(C)c1ccc(C(=O)N2CCNCC2)cc1	-8.8	-9.1	-5.3	-5.5	-10.2	-19.9	18.3	-5.0	-9.9	1.4	-19.1
COCCNC(=O)C12CC3CC(C1)CC(c1ccccc1)(C3)C2	-3.5	13.6	20.9	-50.1	-36.1	12.1	-10.6	0.3	-3.6	-13.3	-1.4
CCCC(=O)NC(c1ccccc1)c1c(O)ccc2ccccc12 (stereo unspecified)	9.3	8.0	1.9	5.1	-0.8	17.2	-15.7	27.6	-9.0	-2.7	10.5
O=C(NCCc1nnc2ccc(NCc3cccnc3)nn12)c1ccccc1F	6.4	3.5	17.5	0.1	6.7	-17.3	-6.6	-2.9	3.5	7.9	3.0
N#CCC(=O)Nc1ccc(C(=O)OCC(=O)c2ccc3c(c2)NC(=O)CO3)cc1	-4.8	1.5	-14.0	-4.2	2.1	-4.1	-27.0	-30.1	-9.1	5.8	19.5
COc1ccc(CCNS(=O)(=O)c2ccc3c(c2)CCCC3)cc1OC	6.1	12.6	-11.2	-6.2	9.2	13.0	-29.4	-0.1	6.1	5.2	14.8
O=C1NN(c2cccc(Br)c2)C(=O)/C1=C\c1ccc(N2CCOCC2)cc1	-3.2	9.9	.	-4.5	-10.8	.	-2.9	14.1	0.1	-18.8	-13.2
O=C(COC(=O)c1ccc(Cl)nc1)NCc1ccc(F)cc1	-2.5	14.8	14.0	9.1	-5.2	17.4	5.4	23.8	-2.3	-0.6	4.0

High-throughput results deposited in PubChem by several laboratories.
